# IMPase Li inh: qHTS Assay for Identifying the Cell-Membrane Permeable IMPase Inhibitors: Potentiation with Lithium. 210,000 tested, 0.35% active. AID 1457, 2008. CHO-M1 cells, IP1 TR-FRET (IP-One), carbachol + lithium. Potency, µM (series often up to 59.4 µM), for the others: at the top dose activity, negative = IMPase inhibition, hits mostly inhibitors;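 further: IP1 builds up when IMPase is blocked and the TR-FRET signal falls; plate controls were basal vehicle for no effect and high inhibitor control for full effect; nearly all actives have a fitted effect of over 50% in size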
#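 Readout is a homogeneous TR-FRET IP1 immunoassay (Ex 320, Em 665 and 620), where raised cytosolic IP1 lowers signal. Cells were CHO-M1 treated 30 min at 37C with test compounds plus a little lithium; AC50 values came from Hill-equation fitting.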
# SMN2 splice enh: qHTS Assay for Enhancers of SMN2 Splice Variant Expression | HEK293 SMN2-luciferase splicing reporter, luminescence, 30-36 h | Potency, µM (titrated, usually from 46.1 µM), without a hit: at the top dose activity change, positive = activation, most hits filed as activators | 210,000 tested, 2.8% active | AID 1458, 2008; further: % of control where 0% means no effect; nearly all actives have a fitted effect of over 55% in size
#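 qHTS luciferase splicing reporter: luminescence rises when SMN2 exon 7 is included in transfected HEK293 cells. Compound exposure lasted 30-36 h at 37C, with 4.5 mM final sodium butyrate as control, followed by a ONE-Glo read.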
# Epigenetic derep: Quantitative High-Throughput Screen for Regulators of Epigenetic Control. murine LDR cells, GFP reporter derepression, 30 h. Potency, µM (doses to about 53.9 µM), without a hit: at the top dose GFP activation, usual class: activators. 280,000 tested, 0.2% active; further: % of control where 0% means no effect; nearly all actives have a fitted effect of over 60% in size
#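 Murine LDR cells carrying a silenced, genomically integrated CMV-driven GFP reporter were exposed to compound for 30 hours at 37 C. After PBS washes, GFP-positive cells (20–120 um objects) were counted by laser-scanning microplate cytometry.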
# Luc counter: Counterscreen for Luciferase (Kinase-Glo TM) Inhibition; AID 1379, 2008; Kinase-Glo luciferase, ATP luminescence, 8 min; 200,000 tested, 0.28% active; Luciferin 4-monooxygenase (Photuris pensylvanica), Q27757; Potency, µM (doses to about 38.3 µM), inactives show top-dose activity change, negative = inhibition, hits mostly inhibitors; further: on the % scale 0 is the no-effect control and ±100 the full control effect; nearly all actives have a fitted effect of over 60% in size
#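 Luminescence was the read-out, taken after 8-minute incubation at ambient temperature. Luciferase turned over luciferin with 10 uM ATP in imidazole pH 7.2 buffer containing KCl, MgCl2, Tween 20 and BSA.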
# GoLoco inh red: qHTS Assay for Inhibitors of RGS12 GoLoco Motif Activity (Red Fluorophore). Guanine nucleotide-binding protein G(i) subunit alpha-1 (Homo sapiens), P63096. Potency, µM (titrated, usually from 61.6 µM), for inactives: top-dose activity, negative = inhibition, hits mostly inhibitors. 230,000 tested, 0.44% active. Gai1:RGS12 GoLoco peptide FP, rhodamine, 10 min. AID 880, 2007; active means well fitted inhibition curve with a large enough effect, not every such curve was filed as active; inactive means no such curve, though single readings can be large or run the other way; further: on the % scale 0 is the no-effect control and ±100 the full control effect; nearly all actives have a fitted effect of over 30% in size; many of its hits are not listed in these tables
# Target sequence (P63096 whole entry, looked up): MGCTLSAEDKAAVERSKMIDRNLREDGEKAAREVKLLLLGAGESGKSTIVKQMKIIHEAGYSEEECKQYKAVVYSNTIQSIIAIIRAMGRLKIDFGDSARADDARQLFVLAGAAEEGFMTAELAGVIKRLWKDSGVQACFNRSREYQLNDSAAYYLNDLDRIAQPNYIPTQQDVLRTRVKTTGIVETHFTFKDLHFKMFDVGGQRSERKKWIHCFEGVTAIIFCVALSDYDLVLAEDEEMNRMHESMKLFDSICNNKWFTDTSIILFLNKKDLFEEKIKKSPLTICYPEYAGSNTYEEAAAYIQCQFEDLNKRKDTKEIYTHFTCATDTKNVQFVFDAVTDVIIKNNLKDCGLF
# RECQ1 inh: qHTS Assay for Inhibitors of RecQ-Like Dna Helicase 1 (RECQ1) | ATP-dependent DNA helicase Q1 (Homo sapiens), P46063 | 240,000 tested, 0.54% active | Potency, µM (titrated, usually from 57.3 µM), for the others: at the top dose activity, negative = inhibition, usual class: inhibitors | RECQ1 DNA unwinding, red fluorescence kinetic read;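 further: plate controls were vehicle for no effect and no enzyme for full effect; nearly all actives have a fitted effect of over 30% in size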
#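 RECQ1T1 50 nM; forked duplex (20 bp + 30-nt ss tails) 200 nM, ATP 2 mM final; pH 8.0, 2 mM MgCl2, 2.5 ug/ml poly(dI-dC); 15 min compound preincubation; discontinuous kinetic read over 2 h at RT.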
# NPSR antag: qHTS Assay for Antagonists of the Neuropeptide S Receptor: cAMP Signal Transduction. CHO-NPSR cells, cAMP TR-FRET, antagonist mode. Potency, µM (doses to about 38.3 µM), without a hit: at the top dose activity change, negative = inhibition, most hits filed as inhibitors. 220,000 tested, 1% active. AID 1461, 2008; further: on the % scale 0 is the no-effect control and ±100 the full control effect; nearly all actives have a fitted effect of over 50% in size; many of its hits are not listed in these tables
# Target sequence (Q6W5P4 whole entry, looked up): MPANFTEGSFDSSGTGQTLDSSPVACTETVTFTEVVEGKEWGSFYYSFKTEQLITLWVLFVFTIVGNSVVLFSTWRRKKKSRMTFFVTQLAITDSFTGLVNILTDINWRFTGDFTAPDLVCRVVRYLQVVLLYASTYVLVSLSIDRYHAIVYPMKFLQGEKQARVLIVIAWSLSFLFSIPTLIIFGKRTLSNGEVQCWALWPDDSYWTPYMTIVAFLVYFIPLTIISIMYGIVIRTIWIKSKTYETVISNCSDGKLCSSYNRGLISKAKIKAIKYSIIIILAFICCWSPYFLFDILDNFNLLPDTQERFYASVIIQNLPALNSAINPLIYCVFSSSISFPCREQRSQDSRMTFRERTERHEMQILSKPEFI
# KDM4E inh: qHTS Assay for Inhibitors of Human Jumonji Domain Containing 2E (JMJD2E) | JMJD2E catalytic domain, FDH-coupled NADH fluorescence (FDH is formaldehyde dehydrogenase) | Potency, µM (doses to about 57.1 µM), without a hit: top-dose activity change, negative = inhibition, most hits filed as inhibitors | 230,000 tested, 1.6% active | AID 2147, 2009; active means well fitted inhibition curve with a large enough effect, not every such curve was filed as active; inconclusive means small, poorly fitted or top-dose-only effect, or another doubt; inactive means no such curve, though single readings can be large or run the other way;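 further: 0% = wells with enzyme and -100% = buffer wells without enzyme; nearly all actives have a fitted effect of over 50% in size; many of its hits are not listed in these tables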
# Target sequence (B2RXH2 1-337 limits assumed): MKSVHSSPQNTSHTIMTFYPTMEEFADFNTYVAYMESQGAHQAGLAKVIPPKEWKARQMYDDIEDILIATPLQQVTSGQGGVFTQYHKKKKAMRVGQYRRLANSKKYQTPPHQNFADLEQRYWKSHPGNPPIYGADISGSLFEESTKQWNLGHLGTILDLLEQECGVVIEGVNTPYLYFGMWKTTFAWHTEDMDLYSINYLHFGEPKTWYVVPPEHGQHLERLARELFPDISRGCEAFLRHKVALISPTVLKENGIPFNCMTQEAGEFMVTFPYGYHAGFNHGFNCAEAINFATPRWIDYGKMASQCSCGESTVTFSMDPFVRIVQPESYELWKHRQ
# An asterisk follows results filed as active; i = inactive; ? = inconclusive; · = not tested or not shown; & = joins results of further samples; ! = not confirmed by another sample; [ ] = remark or other dose. Unless noted, the call rests on the fitted dose curve; in most records, active means well fitted curve in the direction sought with a large enough effect; inconclusive means small, poorly fitted or top-dose-only effect, or another doubt; inactive means no such curve, though single readings can be large; an effect the other way counts as inactive or inconclusive. Potency means the concentration at half of the fitted maximal effect.
SMILES,IMPase Li inh,SMN2 splice enh,Epigenetic derep,Luc counter,GoLoco inh red,RECQ1 inh,NPSR antag,KDM4E inh
C/C(N)=C(/C#N)C(=O)COC(=O)CNS(=O)(=O)c1c(F)cccc1F,1%,6%,-0.5%,-1%,13%,-7%,8%,?
Cc1nc(-c2ccc(S(=O)(=O)N3CCN(C4c5ccccc5-c5ccccc54)CC3)s2)cs1,·,·,-2.6%,·,-1%,26%,-1%,159%[activator]
Cc1ccc2nc(-c3ccc(NC(=O)CN(C)S(=O)(=O)c4ccccc4)cc3)sc2c1,-23%,1µM*,0.9%,1%,3%,i,-27%,?
CC(CCc1ccccc1)NC(=O)CN1CCSc2ccccc21 (stereo unspecified),-7%,·,2.6%,·,0%,i,-28%,-5%
CCOc1ccc(C(=O)N2CCN(Cc3ccccc3)CC2)cc1,12%[38.3 µM],-9%,-2.9%,4%,4%,-7%,-8%[46.1 µM],4%
O=C(NC(=S)Nc1nc2c(s1)CSc1ccccc1-2)c1ccccc1,-11%[38.3 µM],2%,0.0%,-2%,-15%,-16%,?,-27%
c1ccc(-c2ccc(C3=Nn4c(nnc4-c4cccs4)SC3)cc2)cc1,·,·,0.1%,·,13%,-8%,53%,10%
O=c1cc(-c2ccc(F)cc2F)[nH]c2ccccc12,-4%&4%,9%,4.7%[96.6 µM],2%[39.9 µM],-14%[88.7 µM],-1%[126 µM],19%,6%
COCCn1c(/C=C/c2ccccc2)nc2ccccc21,10%,11µM*,1.2%,?,7%,0%,-32%,?
O=C(CC(NC(=O)c1ccccc1Cl)c1ccccc1)NCCc1ccc(Cl)cc1 (stereo unspecified),0%,0%,1.1%,3%,-15%,-6%,10%,9%
COc1ccccc1NC(=O)NS(=O)(=O)c1ccc(C)cc1,22%[38.3 µM],6%,-2.4%,-4%,3%,-8%,-7%[46.1 µM],10%
Cc1ccc(S(=O)(=O)NC(=O)NN2CC3CCCC3C2)cc1 (stereo unspecified),5%&15%,-7%&-10%,-0.1%&2.4%,-1%&-3%,4%&2%,-5%&-4%,·,-22%&1%
COc1ccc(-c2csc3nc(-c4cccnc4)nc(Cl)c23)cc1OC,-2%,-105%[inhibitor],0.0%,2%,71%[activator],-4%,-9%,-2%
Cc1ccc2c(c1)C(=O)N(CCCCO)C2=O,-1%,1%,0.0%,0%,-8%,i,21%,-10%
O=C(/C=C/c1ccc(Cl)c(Cl)c1)N1CCc2ccccc21,3%,7.1µM*,-1.0%,0%,5%,-7%,15%,-1%
COc1ccc(NC(=O)C(CCSC)N2C(=O)c3ccccc3C2=O)cc1 (stereo unspecified),17%[38.3 µM],-12%,-0.7%,-4%,0%,i,-18%[46.1 µM],4%
COC(=O)c1sccc1N/N=C/c1cccc(OC)c1O,-5%,0.56µM*,-0.9%,10µM*,-10%,2%,33%,2%
CC(C)C[C@@H](CC(=O)N[C@H](CC(=O)N[C@@H]1CCNC[C@H]1C(=O)N[C@H](CC(=O)N[C@@H](CCC(=O)O)CC(=O)O)CC(C)C)C(C)C)NC(=O)[C@@H]1CNCC[C@H]1N,20%,13%,-1.1%,1%,-2%,-13%,·,-5%
C=C1CCN([C@@H](C)C(=O)NCc2ccc(OC)cc2)S(=O)(=O)c2ccccc21,·,·,5.2%,·,8%,i,-31%,-3%
CCOC(=O)CN(C(=O)CNC(=O)c1cccs1)C(C(=O)NC1CCCC1)c1cccnc1 (stereo unspecified),25%[38.3 µM],-3%,-0.7%,-1%,4%,?,3%[46.1 µM],2%
CCOC(=O)C1CCCN(C(=O)c2cc3c(=O)n(C)c4ccccc4c3n2C)C1 (stereo unspecified),-1%[38.3 µM],-12%,-1.2%,-1%,-2%,-3%,-10%[46.1 µM],-15%
CS(=O)(=O)N1CCN=C1SCc1ccc([N+](=O)[O-])cc1,2%,-10%,0.5%,-2%,2%,4%,17%,-8%
CCOC(=O)c1nn(-c2ccc(C)cc2)cc1O,15%[38.3 µM],?,2.7%,-19%,28%,0%,-22%[46.1 µM],2%
CC1(C)CC(=O)c2c(nn(-c3ccccc3)c2-c2ccncc2)C1,-5%,1%,-1.0%,2%,-2%,1%,-2%[46.1 µM],-3%
Cc1cccc(OCCNC(=O)c2cccc(Oc3ccc(C(F)(F)F)cc3[N+](=O)[O-])c2)c1,17%,-47%[inhibitor],0.0%,0%,7%,-1%,-30%,-6%

# Some of the entries above in another layout.
> COc1ccc(-c2csc3nc(-c4cccnc4)nc(Cl)c23)cc1OC
  IMPase Li inh = -2% | SMN2 splice enh = -105%[inhibitor] | Epigenetic derep = 0.0% | Luc counter = 2% | GoLoco inh red = 71%[activator] | RECQ1 inh = -4% | NPSR antag = -9% | KDM4E inh = -2%

> Cc1ccc2c(c1)C(=O)N(CCCCO)C2=O
  IMPase Li inh = -1% | SMN2 splice enh = 1% | Epigenetic derep = 0.0% | Luc counter = 0% | GoLoco inh red = -8% | RECQ1 inh = i | NPSR antag = 21% | KDM4E inh = -10%

# Later entries:
SMILES,IMPase Li inh,SMN2 splice enh,Epigenetic derep,Luc counter,GoLoco inh red,RECQ1 inh,NPSR antag,KDM4E inh
CCOc1ccccc1NC(=O)C(OC(=O)C1CC1)c1ccccc1 (stereo unspecified),·,·,0.3%,·,7%,-9%,-11%,3%
O=C(Cn1nnc2ccccc21)NCc1ccccc1,33%[38.3 µM],11µM*,-2.1%,-5%,-4%,2%,3%[46.1 µM],9%
O=C1CCC(=O)N1c1cccc(OS(=O)(=O)c2ccccc2)c1,3%,-24%,1.3%,2%,1%,-2%,3%,13%
COC(=O)[C@@H]1C[C@@]2(O)[C@H](O)[C@H](O)[C@H](O)C[C@H]2N1Cc1ccc(-c2ccccc2)cc1,-6%,-24%,1.0%&1.6%,-2%,4%&4%,0%,18%,8.9µM*!
c1ccc2oc(CCc3nc4ccccc4o3)nc2c1,-19%[38.3 µM],1%,-1.7%,6%,1%,-5%,-16%[46.1 µM],-1%
O=C(Nc1ccc2c(c1)OCO2)C1CCN(C(=O)CSc2ncnc3ccccc23)CC1,-6%[38.3 µM],-16%,-1.6%,6%,33%[activator],-12%,-15%[46.1 µM],-2%
Cc1ccc(NC(=O)C(CC(C)C)NC(N)=O)cc1Cl (stereo unspecified),-5%,2%,-1.0%,4%,-3%,-6%,18%,-2%
CC(=O)c1c(C)[nH]c(C(=O)Nc2cc(C)ccc2C)c1C,8%[38.3 µM],-13%,0.8%,1%,8%,-3%,-8%[46.1 µM],1%
O=C(COC(=O)/C=C/c1nc2ccccc2s1)Nc1cccc(Cl)c1Cl,-5%,12%,1.1%,3%,4%,-9%,11%,8%
CNC(=O)c1ccsc1NC(=O)CCS(=O)(=O)c1ccccc1,-9%,2%,-1.6%,-2%,-4%,11%,7%,-13%
COC(=O)c1ccc(OC(=O)c2ccc(OC)c(OC)c2)c(OC)c1,·,·,-6.9%,·,·,-4%,-6%[46.1 µM],1%
O=C(Nc1ccccc1N1CCOCC1)c1cc(-c2ccncc2)nc2ccccc12,8%,-6%,0.0%,-3%,10%,-6%,-7%,-6%
CCOC(=O)c1sc(NC(=O)CSc2nccc(C)n2)nc1C,11%,-23%,-1.8%,1%,19%,-13%,-14%,2%
Cc1cccc(NC(=S)N2CCC(c3nc4ccccc4o3)CC2)c1C,-2%[38.3 µM],15%,3.4%,-6%,15%,-1%,-11%[46.1 µM],1%
Cc1sc2nc(COC(=O)c3ccc(Cl)c(N)c3)[nH]c(=O)c2c1C,·,·,-1.1%,·,7%,i,-11%,?
COC(=O)Cn1cnc2c(C#N)c3n(c2c1=O)CCCCC3,18%[38.3 µM],6%,0.0%,-1%,8%,-1%,19%[46.1 µM],-3%
CC(=O)NCCOC(=O)Nc1ccncc1,5%[38.3 µM],7%,-0.1%,-4%,8%,i,10%[46.1 µM],1%
Cc1ccc(C)c(S(=O)(=O)N/N=C2/CCCc3ccccc32)c1,-18%[38.3 µM],-1%,-4.5%,-1%,6%,i,?,13%
CCn1c(COc2ccccc2)nnc1SCC(=O)NC1CCCCC1,7%[38.3 µM],-10%,-0.8%,-4%,-11%,10%,-2%[46.1 µM],3%
CC1CCN(c2c(NCc3ccc(C(=O)NCc4ccccc4)cc3)c(=O)c2=O)CC1,·,·,-1.0%,·,-7%,-6%,-9%,6%
Cc1ccccc1-c1cc2c(nn1)-c1ccccc1C2=O,21%[38.3 µM],?,-1.0%,5µM*,6%,11%,22%[46.1 µM],?
O=C1CCC(=O)N1c1ccc(-c2nc3sc4c(c3c(=O)o2)CCC4)cc1,·,·,-1.9%,·,8%,5%,-2%,?
CN(c1ccccc1)S(=O)(=O)c1cccc(NC(=O)CN2CCCc3ccccc32)c1,·,·,-1.8%,·,2%,-19%,-41%,-4%
COCCSc1ccccc1C(=O)Nc1nnc(COC)s1,22%[38.3 µM],30%,-1.0%,-5%,-16%,9%,-16%[46.1 µM],6%
Cc1cccc(CNc2cc(-c3ccoc3)ncn2)c1,0%,-3%,-1.1%,-3%,18%,?,·,?
Fc1ccccc1OCCCN1CCOCC1,-10%[38.3 µM],-1%,0.0%,1%,-5%,i,7%[46.1 µM],?
Cc1sc(NC(=O)c2ccco2)c(C(=O)c2ccc(Cl)cc2)c1C,13%,-19%,-1.8%,3%,32%[activator],-2%,-22%,3%
C=CCn1c(SCC(=O)NC(=O)NCCC)nnc1C1CCCCC1,5%[38.3 µM],-4%,1.1%,-4%,-8%,i,-1%[46.1 µM],-5%
CCOC(=O)c1c(NC(=O)C2C3C=CC(C3)C2C(=O)O)sc2c1CC(C)(C)OC2 (stereo unspecified),-19%,-4%,0.0%,3%,10%,i,-22%,-4%
COc1cc(-c2nc(Cc3ccccc3Cl)no2)cc(OC)c1OC,9%[38.3 µM],-22%,-1.2%,-2%,0%,-3%,-24%[46.1 µM],?

# Screens: PubChem, National Center for Advancing Translational Sciences (NCATS)

# These rows are one share of the data (hit frequency here may not be typical).
